yeast sgs1 mgt1 = NCI yeast anticancer drug screen, S. cerevisiae sgs1 mgt1 strain; growth inhibition, % at 50 µM; 78,000 compounds, 10% hits;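 also: 0% = growth of vehicle-only cultures of the same strain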
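Percent growth inhibition was derived by comparing compound-exposed mutant yeast with vehicle-exposed cultures. The strain carries alterations in DNA damage repair.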
yeast cln2 rad14 = NCI yeast anticancer drug screen, S. cerevisiae cln2 rad14 strain | growth inhibition, % at 50 µM | 78,000 compounds, 8.3% hits;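 also: 0% = growth of vehicle-only cultures of the same strain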
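Relative to vehicle controls, growth inhibition of compound-treated cln2 rad14 yeast was recorded.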
yeast mec2-1 = NCI yeast anticancer drug screen, S. cerevisiae mec2-1 strain; growth inhibition, % at 50 µM; 79,000 compounds, 9% hits;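 also: 0% = growth of vehicle-only cultures of the same strain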
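Vehicle-treated cultures served as reference for growth inhibition of compound-exposed mec2-1 yeast.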
yeast bub3 = NCI yeast anticancer drug screen, S. cerevisiae bub3 mutant strain. growth inhibition, % at 50 µM. 78,000 compounds, 9.9% hits;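 also: 0% = growth of vehicle-only cultures of the same strain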
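Part of a panel of yeast mutants defective in DNA damage repair or cell cycle regulation. Each strain is grown with compound, and inhibition is calculated relative to solvent-treated cultures.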
rad50 = NCI yeast anticancer drug screen, S. cerevisiae rad50 strain. AID 155. 79,000 compounds, 10% hits. % growth inhibition at 50 µM;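 also: 0% = growth of vehicle-only cultures of the same strain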
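Vehicle-treated cultures provide the reference for the growth inhibition reported for compound-exposed, repair-deficient yeast.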
mlh1 rad18 = NCI yeast anticancer drug screen, S. cerevisiae mlh1 rad18 strain | growth inhibition, % at 50 µM | AID 175 | 79,000 compounds, 11% hits;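 also: 0% = growth of vehicle-only cultures of the same strain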
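Steps: expose repair-defective yeast to compound; measure growth; express inhibition against vehicle-treated controls.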
Active calls of the source: *; & = joins results of further samples. Rule as the data show it: active = growth inhibition above about 70%; inactive = the rest.

SMILES	yeast sgs1 mgt1	yeast cln2 rad14	yeast mec2-1	yeast bub3	rad50	mlh1 rad18
CCCC(CCc1ccccc1)C(=O)NC(N)=O (configuration not stated)	1	3	-6	43	4	1
CC1(C)C(=O)OC(n2ccc(=O)[nH]c2=O)C1=O (configuration not stated)	-8	-44	-11	-11	7	13
CN(C)CCCOc1nc2c(c(=O)n(C)c(=O)n2C)n1C (tested in a mixture with another compound)	-20	-9	9	-19	1	-7
O=S1(=O)C2CCC(C2)C1Cl (configuration not stated)	7	-19	3	-1	4	4
Nc1cc([N+](=O)[O-])cc(S(=O)(=O)O)c1O	-14	-66	-3	7	-5	-26
Clc1ccc(N=Cc2cccs2)cc1	-2	-5	-13	6	14	11
Cc1cc(=O)oc2c(N)nccc12	-23	10	-17	6	-3	-16
O=[N+]([O-])c1ccc(Cl)cc1-n1nc(-c2ccccc2)cc1-c1ccccc1	3	-5	-42	0	-22	-33
ClC1(Cl)c2ccccc2-c2ccccc21	-7	43	-4	-21	8	-3
Nc1cc(C(F)(F)F)ccc1[N+](=O)[O-]	8	-7	-10	9	14	22
NC(=O)C1C(=O)c2cccc3c2C1(Br)C(Br)CCC3 (configuration not stated)	100*	99*	99*	99*	99*	99*
CCC(CC)C(=O)OCCCC1CCCO1 (configuration not stated)	8	-3	3	-4	13	1
COc1cc(/C(C#N)=C/c2ccccn2)c([N+](=O)[O-])cc1OC	6	-37	-2	4	-8	-6
CN(C)C(=O)Nc1ccc(C#N)cc1	-13	-25	2	-5	10	-8
CN=C1C(c2cccc(OC)c2)CCN1C (configuration not stated)	-16	-16	11	-1	-3	7
COc1ccc([N+](=O)[O-])c2c(NCCCN(C)C)c3ccccc3nc12	47	66	13	-29	49	68
C=C1CCN(c2ccc(Br)cc2)C1=O	9	14	13	21	15	17
Cc1cc2nc(CCl)[nH]c2cc1C	-21	-46	-22	-23	-17	-3
CC(C)(C)C(C(=O)O)C(=O)O	0	-7	8	5	11	14
CCCCCCC(=O)CC(SCCN)c1ccccc1Cl (configuration not stated)	99*	98*	99*	99*	99*	99*
COc1ccc2ccccc2c1I	3	11	1	24	18	9
CCc1cccc(CC)c1NC(=O)C1=CNC(C)=C(C(=O)Nc2c(CC)cccc2CC)C1c1ccc(O)c(OC)c1 (configuration not stated)	26	30	41	32	19	16
O=NN(CCCl)C(=O)NCc1ccc[n+]([O-])c1	-2	4	9	2	20	8
CC1(C)CCCc2c(-c3ccccc3)cc3c4[nH]c5ccccc5c4cc[n+]3c21	11	4	-5	-2	24	7
Cc1ccccc1SCc1nc2ccccc2c(C)[n+]1[O-]	59	35	45	59	36	60
C/C=C/C(O)CC (configuration not stated)	3	-1	-38	-11	14	0
COC(=O)C(=O)C(C(=O)C(=O)Nc1ccccc1OC)c1nc2ccc([N+](=O)[O-])cc2[nH]c1=O (configuration not stated)	11	-20	19	36	16	22
Cc1ccc(N=NC(C2=NC(=O)CS2)c2nc3ccccc3[nH]2)cc1 (configuration not stated)	-53	-45	-31	-56	-55	-74
O=C(O)CN(CC(=O)O)CC(O)CN(CC(=O)O)CC(=O)O	-7	-2	-31	-19	3	4
Clc1ccc(N=Cc2ccccc2Cl)cc1	25	-14	16	42	35	20
Cc1cc(C)nc(NS(=O)(=O)c2ccc(NC(=O)c3cccc4c(=O)c5ccccc5[nH]c34)cc2)n1	4	20	6	12	18	20
CC(=O)SCCC[Si](C)(C)CCCSC(C)=O	71*	39	54	66	55	65
OCCOCC#CCOCCO	-2	-7	0	-9	4	9
CCCCNC(=O)CS(=O)(=O)c1ccc(Cl)cc1	-3	19	-20	1	1	11
NCC(=O)NC1CCCCC1	-8	25	2	-4	31	5
NC(=O)OCc1c(-c2ccccc2)nn(-c2ccccc2)c1COC(N)=O	-18	-20	-31	1	-26	-16
O=C(O)C(NCCNC(C(=O)O)c1ccccc1)c1ccccc1 (configuration not stated)	19	39	7	15	24	3
O=C1COC(=O)/C1=C/c1ccccc1	-5	2	-8	-16	0	-1
CNS(=O)(=O)c1ccc(C)c(C)c1	4	-11	-14	23	0	13
CN1C(=O)C(=C2C=C(c3ccccc3)C(C#N)(c3ccccc3)C(c3ccccc3)=C2)C(=O)N(C)C1=O (configuration not stated)	6	-37	-3	1	-16	-1

Entries of single compounds, quoted from the list. Order of screens: yeast sgs1 mgt1, yeast cln2 rad14, yeast mec2-1, yeast bub3, rad50, mlh1 rad18
Record of `OCCOCC#CCOCCO` : -2, -7, 0, -9, 4, 9
Record of `CNS(=O)(=O)c1ccc(C)c(C)c1` : 4, -11, -14, 23, 0, 13
Record of `CCc1cccc(CC)c1NC(=O)C1=CNC(C)=C(C(=O)Nc2c(CC)cccc2CC)C1c1ccc(O)c(OC)c1` (configuration not stated) : 26, 30, 41, 32, 19, 16

(further entries)
SMILES	yeast sgs1 mgt1	yeast cln2 rad14	yeast mec2-1	yeast bub3	rad50	mlh1 rad18
O=[N+]([O-])c1ccc(-c2cccc3ccccc23)c([N+](=O)[O-])c1	17	16	35	33	16	21
CCCCOC(=O)C1C(c2ccc(Cl)cc2)NC(c2ccc(Cl)cc2)C(C(=O)OCCCC)S1(=O)=O (configuration not stated)	-14	-1	-15	-2	-28	-45
COc1ccc(N=C2C(=Nc3ccc(OC)cc3)N(c3ccccc3[N+](=O)[O-])C(=S)N2c2ccc(OC)cc2)cc1	11	-50	-24	-1	4	-11
NS(=O)(=O)c1ccc(Nc2c3ccccc3nc3c(C(=O)NCCO)cccc23)cc1	-16	-3	-30	-11	52	-2
O=C(O)c1ccccc1SSc1ccccc1C(=O)O	3&-7	-27&4	-6&16	-1&9	-7&10	10&8
CCOC(=O)C12C(C(=O)OC)=C(C)N(NC(=O)Nc3ccccc3)C1(N)N(NC(=O)Nc1ccccc1)C(C)=C2C(=O)OC (configuration not stated)	-42	8	-21	-19	-4	-47
COc1ccc(CCNS(=O)(=O)c2c(C)c(C)c(C)c(C)c2C)cc1OC	5	21	-21	21	-2	7
CC(C)(C)OC(=O)CC(NC(=O)OC(C)(C)C)C(=O)Oc1ccc([N+](=O)[O-])cc1 (configuration not stated)	-9	6	-13	-2	4	14
O=[N+]([O-])c1cccc(C2N3CCCCC3[C@@H]3c4[nH]c5ccccc5c4CCN23)c1 (some centres not stated)	-1	2	-17	4	2	7
COc1ccc(C2(C#N)CC2)cc1OC	-2	-67	4	-4	10	3
COC1CC(NC(=O)C(F)(F)F)C(OC(C)=O)C(C)O1 (configuration not stated)	-10	-12	-24	-47	-3	-5
COc1ccc(C2=CCC3C4CC=C5CC(O)CCC5(C)C4CCC23C)s1 (configuration not stated)	60	54	64	66	60	95*
CCC(C)COC(=O)c1ccc([N+](=O)[O-])cc1 (configuration not stated)	73*	-2	16	80*	50	89*
CC(C)OC(=O)C(=O)Nc1cccc(Cl)c1	-30	-66	-14	-15	-3	-2
NC(=O)C1(c2ccccc2)c2ccccc2-c2ccccc21	5	-12	4	52	-3	-10
O=C(CCCl)Nc1cc2ccccc2oc1=O	7	1	16	-1	-8	-2
Cc1ccc[n+](CCC(N)=O)c1	-11	1	-41	-16	-18	-7
O=C(c1ccc(Cl)cc1)N(C(=S)N1CCN(c2ccccc2)CC1)c1ccccc1	-12	-6	-26	-14	-12	-15
CN1C[C@H]2[C@@H](C1=O)[C@H](c1ccc([N+](=O)[O-])cc1)ON2C	-40	15	-72	1	-51	-34
CC(C=O)CCC(C)(O)C=O (configuration not stated)	-7	9	-8	-10	-9	1
CC1(C)C2=CCCCC2CC/C1=N\O (configuration not stated)	15	-29	13	9	-4	-8
O=C(NN1C(=O)C(Cl)C1c1ccc([N+](=O)[O-])cc1)c1ccccc1O (configuration not stated)	-36	-6	-19	-26	-16	-20
[N-]=[N+]=Nc1ccc(S(=O)(=O)Oc2cc(OS(=O)(=O)c3ccc(N=[N+]=[N-])cc3)cc(OS(=O)(=O)c3ccc(N=[N+]=[N-])cc3)c2)cc1	11	8	16	-6	4	14
CCCCCCCCCCCCCCCCCCSCCO	-19	-7	5	-9	-21	5
CC(=O)NC(COC(C)=O)C1OC(C)(C)OC1C(COC(C)=O)OC(C)=O (configuration not stated)	22	22	13	0	21	12
O=C1C=Cc2ncccc2C1=O	16	-7	25	8	16	28
O=[N+]([O-])c1ccc(Cl)c(F)c1Cl	0	5	-17	-4	-13	-12
N#CC1(c2nc3ccccc3o2)C(=O)C(=O)N(c2ccc(Cl)cc2)C(=O)C1=O	8	-55	32	10	17	28
NC1CCCCC1N.O=S(=O)([O-])CCCN1CCN(CCO)CC1.O=S(=O)([O-])CCCN1CCN(CCO)CC1.[Pt+4]	23	-16	-10	-3	-8	24
CC(=O)OC1(C#N)CC2OC1C1C2N1C(=O)OC(C)(C)C (configuration not stated)	-5	23	1	10	26	22
COC(=O)C1(NC(=O)C(Cc2ccccc2)NC(=O)C(NC(=O)C(CCCCNC(=O)OC(C)(C)C)NC(=O)C(Cc2c[nH]c3ccccc23)NC(=O)C(Cc2ccccc2)NC(=O)OCc2ccccc2)C(C)OC(C)(C)C)CCCC1 (configuration not stated)	-27	7	-2	-11	-12	-13
CN(C)c1ncnc2c1cnn2-c1ccccc1	0	-41	-4	0	-4	-3
C=CCCCCCCCCC(=O)CCCCCCCCC=C	-3	59	9	14	8	6
C=C1CC(Cn2cc(Br)c(=O)[nH]c2=O)(c2ccc(Br)cc2)OC1=O (configuration not stated)	98*	97*	99*	97*	98*	99*
O=C(COc1ccc(Cl)c(Cl)c1)Nc1ccc[n+](Cc2ccc([N+](=O)[O-])cc2)c1	12	46	6	31	40	49
O=c1[nH]c(Sc2ccccc2)nc2ccccc12	13	-58	9	18	16	7
CN1C(=O)OC2(CCN(CCCS(=O)(=O)c3ccc(F)cc3)CC2)C1=O	-14	-24	-13	-1	-34	-2
CCCCS(=O)(=O)Cc1ccccc1	-1	-14	-1	0	2	-17
CCOC(=O)C1C(c2ccc([N+](=O)[O-])cc2)NC(c2ccc([N+](=O)[O-])cc2)C(C(=O)OC)S1(=O)=O (configuration not stated)	-14	-18	-4	-1	2	-13
CN(/N=C/C(O)C(O)C(O)CO)c1ccccc1 (configuration not stated)	98*	99*	98*	98*	98*	99*

Among those listed so far, these have an aryl thioether with sulfur outside any ring:
SMILES	yeast sgs1 mgt1	yeast cln2 rad14	yeast mec2-1	yeast bub3	rad50	mlh1 rad18
Cc1ccccc1SCc1nc2ccccc2c(C)[n+]1[O-]	59	35	45	59	36	60
O=c1[nH]c(Sc2ccccc2)nc2ccccc12	13	-58	9	18	16	7

Next part.
SMILES	yeast sgs1 mgt1	yeast cln2 rad14	yeast mec2-1	yeast bub3	rad50	mlh1 rad18
[N-]=[N+]=NC1CC(n2ccc(N)nc2=O)OC1CO (configuration not stated)	1	-7	14	-9	-4	9
CN(C(=O)/C=C/c1ccccc1)C1C2CN3CCC(O2)C13 (configuration not stated)	-22	13	-3	-8	1	-21
Cn1nnc(-c2ccc(C(=O)O)cc2)n1	15	32	15	4	3	-2
O=C(CN1CCN(c2cccc(Cl)c2)CC1)N1CCc2c([nH]c3ccccc23)C1c1cccnc1 (configuration not stated)	2	6	-31	-2	-15	-17
CCOC(=O)C(CNCc1ccccc1)(c1ccccc1)c1ccccc1	-24	-31	-5	10	-6	2
C=CCOC(=O)Nc1cccc(O)c1	3	-58	-6	-30	17	1
CCCNC(=O)CCC(=O)NS(=O)(=O)c1ccc(Cl)cc1	16	-16	-3	16	-14	7
O=C(O)C1CCCCC1C(=O)N(Cc1ccccc1)Cc1ccccc1 (configuration not stated)	15	25	20	43	12	0
O=C(c1ccccc1)C(Nc1ccc(Br)cc1)Nc1ccc(Br)cc1	28	25	14	0	24	31
CCOC(=O)C1=C(Nc2ccc(F)cc2)C(=O)N(CC)C1	24	-6	-15	20	1	21
C[CH2][Ge]([CH2]C)([CH2]C)[O]C(=O)CCC(=O)[O][Ge]([CH2]C)([CH2]C)[CH2]C	-4	-67	-3	0	-2	15
c1ccc(C(c2cccc3ccccc23)N2CCCCC2)cc1 (configuration not stated)	24	-19	9	24	12	18
COC(=O)C1=CCS(=O)(=O)C1	-4	6	-8	15	-7	-10
O=S(CCO)c1ccc(Cl)cc1 (configuration not stated)	-21	-56	-20	3	-26	-24
COc1ccc(C2OC(C)C(C)O2)cc1 (configuration not stated)	-2	-43	10	-8	-9	-8

7 records picked at random from the list so far:
SMILES	yeast sgs1 mgt1	yeast cln2 rad14	yeast mec2-1	yeast bub3	rad50	mlh1 rad18
CCOC(=O)C(CNCc1ccccc1)(c1ccccc1)c1ccccc1	-24	-31	-5	10	-6	2
CCOC(=O)C1=C(Nc2ccc(F)cc2)C(=O)N(CC)C1	24	-6	-15	20	1	21
[N-]=[N+]=NC1CC(n2ccc(N)nc2=O)OC1CO (configuration not stated)	1	-7	14	-9	-4	9
O=S(CCO)c1ccc(Cl)cc1 (configuration not stated)	-21	-56	-20	3	-26	-24
C=CCOC(=O)Nc1cccc(O)c1	3	-58	-6	-30	17	1
COc1ccc(C2OC(C)C(C)O2)cc1 (configuration not stated)	-2	-43	10	-8	-9	-8
Cn1nnc(-c2ccc(C(=O)O)cc2)n1	15	32	15	4	3	-2
